From PubChem BioAssay
CD40 NFkB inh: CD40 pathway inhibition in BL2 cells | BL2 NF-kB luciferase reporter, CD40L-induced, 4 h | inhibition, % at 10 µM | 83,000 compounds, 0.94% hits | AID 1053188;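 active means mean inhibition of at least 50% with a set share of replicates also reaching that level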;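 further: 0% = neutral control wells and 100% = IKK inhibitor VII at 50 µM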
The depositor's hits bear a star; [ ] = another dose, or the depositor's remark. This is a subset; count on the stated rates, not on these rows.

SMILES	CD40 NFkB inh
O=C(NN=Cc1cccc([N+](=O)[O-])c1)c1cccc2ccccc12	4.6
COc1ccc(C)cc1NC(=O)C(NCC1CCCO1)c1ccccc1 (stereo unspecified)	6.5
NC(CSC1(c2ccccc2)c2ccccc2-c2ccccc21)C(=O)O (stereo unspecified)	-7.4
CC(=O)Nc1ccc(NC(C)=O)s1	3.1
C/C=C/c1ccc([C@@H]2[C@H](CO)N[C@H]2CNS(=O)(=O)c2ccccc2)cc1	-1.3[25 µM]
O=C(Cn1cnc2c(nnn2-c2cccc(F)c2)c1=O)Nc1ccc2c(c1)OCCO2	7.6
O=C(Oc1cccc2cccnc12)c1cccs1	-55.6
O=C(C[C@@H]1CC[C@H](NC(=O)C2CC2)[C@@H](CO)O1)Nc1ccccc1	-1.5[25 µM]
C[C@@H]1CN([C@H](C)CO)C(=O)Cc2cc(NC(=O)Cc3ccccc3)ccc2O[C@@H]1CN(C)S(C)(=O)=O	13.6
O=C(NC(=S)NCCCN1CCOCC1)c1cccc2ccccc12	-4.9
CCC(=O)N1[C@H](CNC(=O)CN2CCOCC2)[C@@H](c2ccccc2)[C@@H]1CO	4.0
O=C(Nc1ccccn1)c1csc2c1CCCC2	-43.3
CC(C)CC(C(=O)NC(C)(C)C)N(Cc1cccs1)C(=O)c1snc(C(N)=O)c1N (stereo unspecified)	8.0
COc1cc(C(=O)OCC(=O)N2CCCCC2C)ccc1OCc1c(C)noc1C (stereo unspecified)	6.0
CN(C)/C=N/c1nc(-c2ccc3c(c2)OCO3)cs1	-38.9
COc1cc(C2CC(=O)Oc3c2c(=O)n(C)c2ccccc32)cc(OC)c1OC (stereo unspecified)	15.1
O=C(CC(C(=O)N1CCc2ccccc21)n1ccnc1)N1CCc2ccccc2C1 (stereo unspecified)	7.2
O=C(c1cccnc1)N1C[C@@H]2[C@H](c3ccccc31)[C@@H](CO)N2C(=O)C1CCCC1	8.2[25 µM]
C[C@@H]1CN([C@H](C)CO)C(=O)c2cccc(NS(=O)(=O)c3ccc(F)cc3)c2O[C@@H]1CN(C)C(=O)NC1CCCCC1	3.7[25 µM]
Cc1ccc(S(=O)(=O)N(C)C)cc1NC(=O)COC(=O)C1CCCC1	-6.0

In another format: entries from further up.
Compound,CD40 NFkB inh
O=C(NN=Cc1cccc([N+](=O)[O-])c1)c1cccc2ccccc12,4.6
CC(C)CC(C(=O)NC(C)(C)C)N(Cc1cccs1)C(=O)c1snc(C(N)=O)c1N (stereo unspecified),8.0

Following part:
SMILES	CD40 NFkB inh
CCc1nnc(NCC(=O)N2CCc3ccccc32)s1	10.5
Cc1ccnc2nc(C(=O)Nc3nc4ccccc4s3)nn12	5.4
Cc1ccccc1NC(=O)Cc1nc(COC(=O)c2ccc([N+](=O)[O-])cc2)cs1	1.4
CC1CCCCC1NC(=O)Cn1ncc2ccccc21 (stereo unspecified)	7.3
CC1CCN(C(=O)c2cccc(NC(=O)c3cccs3)c2)CC1	-1.9
Cc1ccccc1OCC(=O)OCC(=O)NC1CCCCCC1	2.1
CN1CCN(CC(=O)Nc2cc(N3CCOCC3)ccc2[N+](=O)[O-])CC1	-4.5
Cc1cccc(NC(=O)c2cc(NC(=O)C3CC=CCC3C(=O)O)ccc2N2CCOCC2)c1 (stereo unspecified)	4.4
C[C@@H]1CN([C@@H](C)CO)C(=O)c2cccc(NS(=O)(=O)c3cn(C)cn3)c2O[C@H]1CN(C)C(=O)Nc1ccc(F)cc1	3.3[25 µM]
CCc1ccc(C(=O)CN2C(=O)NC(C)(CCc3ccccc3)C2=O)cc1 (stereo unspecified)	-0.7
COc1ccccc1NC(=O)[C@@H]1CCCN1S(=O)(=O)c1ccc(Cl)cc1	4.7
CC1(C(=O)Nc2cnc3ccccc3c2)CCN1Cc1ccc2ccccc2c1 (stereo unspecified)	2.0
O=C(C[C@H]1C[C@@H]2c3cc(NS(=O)(=O)c4ccccc4)ccc3O[C@@H]2[C@H](CO)O1)N1CCOCC1	1.5[25 µM]
COc1cc(C)c(C#N)c(OC)n1	-23.5
Cc1nnc(NC(=O)C2CCN(S(=O)(=O)c3ccc(F)c(F)c3)CC2)o1	3.9
C/C=C/c1ccc([C@H]2[C@@H](CNC(=O)CC3CC3)N(C(=O)CC)[C@H]2CO)cc1	-2.3[25 µM]
CCOc1ccc(CCNC(=O)COC(=O)COc2ccc(C(=O)CC)cc2)cc1OCC	-8.2
COc1ccccc1-c1ccc([C@@H]2[C@H](C#N)N(C(=O)CN(C)C)[C@H]2CO)cc1	-5.5[25 µM]
Cc1ccc2c(c1)c1c3n2CCCNC3CCC1 (stereo unspecified)	-35.6
O=C(NCc1ccccc1)[C@H]1N[C@H]2c3cccc(=O)n3C[C@H]2[C@@H]1CO	-17.0[25 µM]

In another format: entries from further up.
SMILES | CD40 NFkB inh
COc1ccccc1NC(=O)[C@@H]1CCCN1S(=O)(=O)c1ccc(Cl)cc1 | 4.7
CC1CCCCC1NC(=O)Cn1ncc2ccccc21 (stereo unspecified) | 7.3
O=C(NCc1ccccc1)[C@H]1N[C@H]2c3cccc(=O)n3C[C@H]2[C@@H]1CO | -17.0[25 µM]
CC1(C(=O)Nc2cnc3ccccc3c2)CCN1Cc1ccc2ccccc2c1 (stereo unspecified) | 2.0
COc1ccccc1-c1ccc([C@@H]2[C@H](C#N)N(C(=O)CN(C)C)[C@H]2CO)cc1 | -5.5[25 µM]
Cc1ccnc2nc(C(=O)Nc3nc4ccccc4s3)nn12 | 5.4
CC1CCN(C(=O)c2cccc(NC(=O)c3cccs3)c2)CC1 | -1.9

Next section:
SMILES	CD40 NFkB inh
CCn1cc(CCC(=O)NCCN2CCOCC2)c2ccccc21	6.3
COc1cccc(NC(=O)N(C)C[C@@H]2OCc3ccccc3-c3ccccc3C(=O)N([C@@H](C)CO)C[C@@H]2C)c1	-11.7[25 µM]
COc1ccc(-c2ccc3c(c2)[C@H]2[C@H](CCN2C(=O)c2cccc(F)c2)[C@H](CO)N3)cc1	10.7[25 µM]
CC=Cc1ccc2n(c1=O)C[C@@H]1N[C@H]2[C@H](C(=O)NC2CCCC2)[C@H]1CO (mixture of isomers)	-16.4[25 µM]
O=C(C[C@H]1C[C@@H]2c3cc(NC(=O)c4cccnc4)ccc3O[C@@H]2[C@@H](CO)O1)NCCc1ccccc1	-13.3[25 µM]
O=C(O)C[C@@H]1CC[C@H]2[C@@H](COC[C@H](O)CN2S(=O)(=O)c2ccc(Oc3ccccc3)cc2)O1	5.8[25 µM]
O=C(COC(=O)c1ccccc1)NCC1COc2ccccc2O1 (stereo unspecified)	1.2
CN(C)CC(=O)N1[C@@H](C#N)[C@@H](c2ccccc2-c2cccc(C(=O)N(C)C)c2)[C@@H]1CO	-14.4[25 µM]
NC(=O)c1ccc(NC(=O)CSc2nnc(-c3ccccn3)n2N)cc1	2.1
C[C@H](CO)N1C[C@H](C)[C@@H](CN(C)Cc2ccc(F)cc2)OCc2ccccc2-c2c(n(C)c3ccccc23)C1=O	29.4
C[C@H]1CN([C@@H](C)CO)C(=O)c2c(c3ccccc3n2C)-c2ccccc2CO[C@@H]1CN(C)C(=O)Nc1ccnc(N2CCOCC2)c1	-2.5[25 µM]
Cc1ccc(-c2cccc(CN3CCN(C4CCN(C(C)C)CC4)C(CCO)C3)c2)o1 (stereo unspecified)	-15.4
c1ccc(CC2CCN(c3nnnn3-c3ccccc3)CC2)cc1	8.3
COc1ccc(OCCSc2nnc(-c3ccccc3)n2N)cc1	5.7
CC(C)C(c1nnnn1Cc1ccc(F)cc1)N1CCN(C2CCCC2)CC1 (stereo unspecified)	-0.9
O=S(=O)(NCc1cccs1)c1cccc2cccnc12	6.9
CC(C)C(c1nnnn1C(C)(C)C)N1CCN(Cc2cccnc2)CC1 (stereo unspecified)	14.3
COC(C(=O)Nc1ccnn1C1CCN(Cc2cccc(C)n2)CC1)c1ccccc1 (stereo unspecified)	13.8
CC(C)(C)C1CCC(=NNC(=O)c2cc3c(s2)CCCC3)CC1 (stereo unspecified)	-5.6
Cc1cccc(C(=O)O/N=C/c2ccc(Br)cc2)c1	-49.9
Cc1cc([N+](=O)[O-])ccc1NC(=O)CCC(=O)N1CCCCC1	0.6
CCCC#Cc1ccc([C@H]2[C@@H](C#N)N(S(=O)(=O)c3cccc(F)c3)[C@H]2CO)cc1	0.8[25 µM]
CCOC(=O)Nc1ccc2c(CN3CCN(S(=O)(=O)c4ccccc4F)CC3)cc(=O)oc2c1	-0.3
CCCCn1c(=N)n(CC(=O)O)c2ccccc21	6.4
CC(OC(=O)c1cc(=O)[nH]c2ccccc12)C(=O)Nc1ccccc1F (stereo unspecified)	-1.1
O=C(CC1CCCCC1)NCCCN1CCOCC1	6.9
N#Cc1nc(-c2cccc3ccccc23)oc1NCCN1CCOCC1	-37.7
O=C(NCc1ccc2c(c1)CCO2)Nc1ccccc1	-83.8
Cn1c(=O)c(S(=O)(=O)C(C)(C)C)c(O)c2ccccc21	-3.5
Cc1cccc(OC(=O)c2ccncc2)c1C	2.6
COc1cc2nn(-c3ccccc3N)nc2cc1OC	-67.3
C[C@@H]1CN(C)C(=O)c2cc(N)ccc2O[C@@H]1CN(C)C(=O)OC(C)(C)C	5.8
CCOc1ccc(NC(=O)CN(C)C(=O)C2CC2C)cc1OCC (stereo unspecified)	2.7
C[C@H]1CN([C@@H](C)CO)C(=O)c2c(c3ccccc3n2C)-c2ccccc2CO[C@H]1CN(C)S(=O)(=O)c1ccccc1F	-4.4
COc1ccc(C(=O)NC(C(=O)NCc2ccccc2OC)C(C)C)cc1 (stereo unspecified)	-2.1
CCOC(=O)Cc1csc(NC(=O)c2ccc(C)cc2)n1	-34.2
Cc1nc2ccc(NC(=O)N3CCSCC3)cc2s1	-31.3
CCN(CC(=O)Nc1ccc(OC)cc1)C(=O)c1ccc2c(c1)NC(=O)CS2	7.9
O=C(CCCOc1cccc(Br)c1)NCCOc1ccccc1	17.4
CN1CCN(c2ccc(S(=O)(=O)N3CCOCC3)cc2)CC1	7.5
Cc1nc2ccccc2c(=O)n1/N=C/c1ccc(N(C)C)cc1	-17.1
CCNc1c([N+](=O)[O-])c(=O)oc2ccccc12	-5.3
COCC(=O)Nc1ccc2c(c1)C(=O)N(C)C[C@H](OC)[C@H](C)CN(C(=O)c1ccncc1)[C@H](C)CO2	0.0[25 µM]
COc1ccc(-c2ccc(C3[C@H]4CNC[C@@H]3N4Cc3cncnc3)cc2)cc1 (stereo partly specified)	-8.8[25 µM]
CN1CCN(/C=N/c2c(C#N)cnn2-c2ccccc2)CC1	-3.6
CC12CCC(=O)N1C(C(=O)OCC(=O)Nc1sccc1C#N)CS2 (stereo unspecified)	1.8
Cc1nn(Cc2ccccc2)c(C)c1NC(=O)CSc1nnc(-c2cc(Cl)ccc2O)n1C	-4.7
CCCCN1CCCCC1(C)C(=O)NCc1cccc(OC)c1 (stereo unspecified)	3.4
O=C1N[C@H](c2ccccc2)COCc2cn(nn2)CC[C@@H]1Cc1ccc(C(F)(F)F)cc1	13.7[25 µM]
N#Cc1ccc(-c2ccc([C@@H]3[C@H]4CNCC(=O)N4[C@H]3CO)cc2)cc1	-11.6[25 µM]
CCCNC(=O)c1ccc2c(c1)CCN2S(C)(=O)=O	7.8
COc1ccc2c3c(cccc13)OCC2=O	-2.6
CN1c2ccc(-c3ccccc3F)cc2[C@@H]2[C@@H](CCN2S(=O)(=O)c2ccc(F)cc2)[C@@H]1CO	5.7
O=C(C[C@H]1C[C@H]2c3cc(NC(=O)c4cccnc4)ccc3O[C@H]2[C@@H](CO)O1)NC1CCCC1	8.4
Cc1nc2sc(C(c3ccccc3)N3CCN(C)CC3)c(O)n2n1 (stereo unspecified)	9.2
O=C(CNS(=O)(=O)c1ccccc1)N1CCN(C(=O)c2ccco2)CC1	29.4
COc1ccccc1C#Cc1ccc([C@H]2[C@H](C#N)N(C(=O)C3CCC3)[C@H]2CO)cc1	30.8[25 µM]
O=C(NNC(=O)c1ccncc1)Nc1cc(Cl)ccc1Cl	-54.1
Cc1ccc(CC2CC(=O)N(c3nc4ccccc4s3)C2=O)cc1 (stereo unspecified)	17.0
Cc1ccc(/C=N/NC(=O)c2nnn(-c3nonc3N)c2C)o1	2.2
(continued)
SMILES	CD40 NFkB inh
CS(=O)(=O)c1ccc(Nc2nc(C(N)CCc3ccccc3)cs2)cc1 (stereo unspecified)	-8.4
Cc1cc(NC(=O)COC(=O)c2cc3c(s2)CCC(C)C3)no1 (stereo unspecified)	8.2
COCc1ccc(C(=O)N2CCCC(N(C)CCc3ccc(OC)c(OC)c3)C2)s1 (stereo unspecified)	4.2
C[C@H](CO)N1C[C@H](C)[C@H](CN(C)C(=O)Nc2ccnc(N3CCOCC3)c2)OCc2ccccc2-c2ccccc2C1=O	1.6[25 µM]
CC(=O)Nc1nc(C(F)(F)F)cs1	11.0
Cc1ccccc1-n1nc(SCC(=O)O)sc1=S	-1.1
CN1CCN(C(=O)C[C@@H]2CC[C@H]3[C@@H](COC[C@@H](O)CN3CC3CCCCC3)O2)CC1	-10.3[25 µM]
COc1ccc(CC(NC(C)=O)C(=O)NC2CCN(S(=O)(=O)c3ccccc3)CC2)cc1OC (stereo unspecified)	2.5
C[C@@H]1CN([C@H](C)CO)C(=O)Cc2cc(NC(=O)Nc3ccccc3)ccc2O[C@H]1CN(C)Cc1ccccc1	3.3
CC(=O)N(C)C[C@H]1OCc2ccccc2-c2ccccc2C(=O)N([C@H](C)CO)C[C@H]1C	-9.6[25 µM]
NC(=O)c1ccc(OCc2ccccc2)nc1	-50.5
O=C(C[C@H]1C[C@@H]2c3cc(NC(=O)Cc4ccncc4)ccc3O[C@@H]2[C@H](CO)O1)NCCN1CCCCC1	-3.1[25 µM]
Cc1cc(O)c2/c(=N\N)c(-c3csc(C)n3)coc2c1	2.6
COc1ccc(NC(=O)N2CCCCN3[C@H](CO)[C@H](c4ccc(-c5ccccc5F)cc4)[C@@H]3C2)cc1	15.7[25 µM]
CCOC(=O)Cc1csc(NC(=O)CCCC(=O)O)n1	12.3
COC(=O)c1c(NC(=O)C2CC2)sc2c1CCCC2	4.5
Cc1ccccc1-c1cccc([C@@H]2C[C@H]3CN(Cc4cccnc4)C(=O)[C@]34CCCN24)c1	4.9
COc1ccc(CC(=O)Nc2ccc(C)cc2O)cc1S(=O)(=O)N1CCOCC1	-1.1
Cc1ccc(C2(SCC(N)C(=O)O)c3ccccc3-c3ccccc32)cc1 (stereo unspecified)	-0.9
NC(=O)N(CCC(=O)O)c1ccccc1	0.3
